Source: PubChem
HSF-1 act – HSF-1 activators, primary screen, NIH3T3-HGL cells, MG132 stress, luminescence, single point; NIH3T3-HGL HSF-1 luciferase reporter, 8 h; 100% = twice DMSO control signal; activation, % at 9 µM; 300,000 compounds, 1.7% hits; AID 504408, 2011;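 active = mean replicate activation of at least 50% with a set share of replicates each reaching 50%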;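 note: 0% = median of the neutral control wells and 100% = twice that signal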
AI-2 QS modul – Vibrio harveyi AI-2 quorum sensing modulators, primary screen, JMH597 strain, luminescence/OD600 ratio | 300,000 compounds, 0.4% hits | activity change, % at 7.5 µM | Vibrio harveyi JMH597 AI-2 luminescence/OD600 ratio, 9 h; hits give low values; strain lacks LuxN and CqsS sensors; 0 = neutral-control median; in the data active = activity change below about -75%, passing the limit was not always enough;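 note: luminescence divided by OD600 gain over 9 h not by final OD600 alone; inactives centre near 13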
IEC-6 cytotox – cytotoxicity in IEC-6 intestinal epithelial cells, primary screen, cytotoxicity control for KLF5 inhibitor project, cell-based, luminescence; IEC-6 cytotoxicity, luminescence viability; inhibition, % at 5 µM; 290,000 compounds, 0.78% hits; AID 1825, 2009; in the data active = inhibition above about 22%;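 note: 0% = plate median of test compound wells and 100% = cytotoxic reference compound wells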
aSyn UTR inh – MLPCN primary screen, SNCA 5' untranslated region. inhibition, % (tested at 7.5 µM). AID 1813, 2009. 300,000 compounds, 0.82% hits. alpha-synuclein 5'UTR reporter, inhibitor activity; in the data active = inhibition above about 60%;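 note: H4 neuroglioblastoma cells stably carrying SNCA 5'UTR luciferase fusion; 0% = DMSO wells and 100% = positive control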
SKKanGAS inh – S. pyogenes SKKanGAS growth inhibitors in kanamycin, primary screen, streptokinase expression inhibitor project, SKKanGAS strain, BacTiter-Glo luminescence; 300,000 compounds, 1.3% hits; inhibition, % at 7.5 µM; 6 h;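 active = mean replicate score, as percent of positive control median, at least 50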;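 note: strain carries kanamycin resistance gene driven by streptokinase promoter and grows in 40 µg/ml kanamycin; loss of luminescence reflects streptokinase promoter inhibition or plain growth inhibition; 0% = median of DMSO wells and 100% = positive control at its reference dose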
HSP90 inh – HSP90 inhibitors, primary screen, cell lysate, luminescence; Rabbit reticulocyte lysate, luciferase refolding luminescence, 3 h; inhibition, % at 5.6 µM; AID 1789, 2009; 290,000 compounds, 0.91% hits;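 active = inhibition above the screen-wide mean plus 3 SD, computed separately per campaign, cut at about 16% in these data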;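 note: 0% = DMSO wells and 100% = 60 µM geldanamycin wells; inhibitors lower the luminescence because luciferase stays unfolded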
KLF5 inh – KLF5 expression inhibitors, primary screen, DLD-1 cells, luminescence; inhibition, % at 5 µM; DLD-1 KLF5 promoter-luciferase reporter; AID 1700, 2009; 290,000 compounds, 0.23% hits;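 active = inhibition above a per-plate limit of that plate's mean compound inhibition plus 3 SD, cut at about 60% in these data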;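 note: 0% = DMSO wells and 100% = LY294002 at 200 µM; higher means less KLF5 promoter-driven luciferase light; inactives centre near -14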
HSF1 inh – HSF1 inhibitors in luciferase reporter cells, primary screen, cell-based, NIH3T3, luminescence. NIH3T3-HGL HSE-luciferase, MG132-induced, luminescence 8 h; hits give low values. activity change, negative = inhibition, % at 7.5 µM (by protocol). 300,000 compounds, 0.77% hits. AID 2098, 2009;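 active = more than half of replicate wells show activity change below -50%, luminescence cut by over half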;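 note: luciferase reports HSF-1 transcriptional activity via heat shock element; 0% = median of DMSO wells and -100% = zero luminescence signal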
Platelet DG rel – inhibitors of platelet dense granule secretion, primary screen, cell-based, MLPCN, human platelets; 300,000 compounds, 0.22% hits; human platelet-rich plasma, SFLLRN dense granule ATP release, luminescence; AID 1663, 2009; inhibition, %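 (compounds screened at 7.5 µM in platelet-rich plasma)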;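 active = mean replicate score, as percent of positive control, at or above 50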
HIF act – HIF pathway transcriptional activators, primary screen, cell-based, U2OS HRE-luciferase, luminescence. 300,000 compounds, 0.32% hits. U2OS HRE-luciferase reporter; normalized: DMSO 0%, desferrioxamine 100%. activation, % at 7.5 µM (by protocol). AID 1910, 2009;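 active = mean activation of at least 10% of the iron chelator positive control signal, with at least half of replicates also reaching 10%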
Starred values were filed as active, the others as inactive; . = not tested or not shown.

SMILES	HSF-1 act	AI-2 QS modul	IEC-6 cytotox	aSyn UTR inh	SKKanGAS inh	HSP90 inh	KLF5 inh	HSF1 inh	Platelet DG rel	HIF act
OCc1ccccc1N=Cc1cccnc1	-3	26	-4	10	2	-3	6	0	2	-0.4
Cc1c(-n2c(=S)[nH]c3ccccc3c2=O)c(=O)n(-c2ccccc2)n1C	-30	2	2	29	7	6	11	-13	2	0.0
O=C(CCCc1c[nH]c2ccccc12)Nc1ccc2ccccc2c1	26	9	-6	-53	2	-6	-15	10	1	0.6
O=C(Nc1ccc(CSc2ccccc2)cc1)c1ccc(CN2CCOCC2)cc1	-7	25	2	-11	9	0	-14	-8	-9	0.4
COc1ccc(N2CCN(C(=O)c3ccc(CS(=O)(=O)c4ccc(Br)cc4)o3)CC2)cc1	20	24	5	-4	-2	1	-4	3	4	-0.3
COc1ccccc1C(=O)N=C1SC2CS(=O)(=O)CC2N1c1ccccc1 (stereo unspecified)	-16	15	-3	1	4	-6	-9	-19	2	-6.2
O=C(c1ccc2c(c1)OCCO2)N1CCN(c2ccccn2)CC1	39	23	3	-4	-15	1	-49	10	24	1.1
COc1ccc(CCN2C(=O)CC(C(C)c3ccccc3)C2=O)cc1OC (stereo unspecified)	2	35	0	-20	-12	2	-28	1	5	0.6
O=C(Nc1ccc(F)cc1)Nc1ccc([N+](=O)[O-])cn1	6	33	-1	7	-6	-1	-5	2	3	0.9
CCOc1ccc(NC(=O)C(CC(=O)O)Cc2ccc(Br)cc2)cc1 (stereo unspecified)	-1	7	0	13	-3	-3	0	-10	-3	-1.1
CCOC(=O)COc1nc(C)cc(C(F)(F)F)c1C#N	5	8	-4	0	-5	2	-15	-4	1	-0.1
O=C(Cn1nnc2ccccc2c1=O)NC1CCCCC1	22	21	-9	-68	5	-1	-27	5	-3	1.7
COc1ccc(/C=C/c2cc(C(F)(F)F)on2)cc1	-6	-4	2	-157	-5	1	-1	17	-2	2.6
O=c1ccc(-c2ccc(S(=O)(=O)Nc3cccc([N+](=O)[O-])c3)s2)n[nH]1	22	-5	-2	-7	0	2	-42	-2	-20	-0.3
COc1cccc(NC(=O)CCC2CCN(Cc3nccs3)CC2)c1	-15	15	-3	-12	1	2	-9	-2	-2	-0.8
Cc1csc(NC(=O)CSc2nc(C(C)C)nc3ccccc23)n1	21	5	11	-25	-1	-3	-44	8	-3	0.1
O=C(O)c1ccc(Cl)c(S(=O)(=O)N(Cc2ccccc2)c2ccc(F)cc2)c1	11	-4	-10	9	16	0	-23	-1	-2	-1.1
CCOC(=O)C1=C(N)OC2=C(C(=O)CC(C)(C)C2)C1c1cc(CSc2nnnn2C)cs1 (stereo unspecified)	19	8	6	-7	-3	4	1	-5	-1	-0.3
C=CCc1ccc(OCCOc2cccc3ccc(C)nc23)c(OC)c1	30	18	6	-69	-8	3	-2	11	9	1.6
O=C(Nc1ccc(S(=O)(=O)N2CCCCC2)cc1)c1cnccn1	16	18	0	-31	-5	0	-18	-3	0	0.1
O=C(NC1CCCCC1)C1(c2ccccc2)CC1(Cl)Cl (stereo unspecified)	9	8	1	18	11	4	9	-3	5	-0.1
O=S(=O)(c1ccccc1)N1N=C(c2cccs2)CC1c1ccc(Br)cc1 (stereo unspecified)	-3	-5	4	19	2	2	-10	-8	-1	1.8
O=S(=O)(c1ccc(Br)cc1)c1nc(-c2ccccc2)oc1NCc1cccnc1	2	25	0	0	8	9	24	-2	-6	0.1
Cc1cc(=O)oc2c(C(=O)/C=C\c3cccs3)c(O)ccc12	61*	20	-8	-89	12	2	-47	34	-18	0.7
CCCC(=O)c1c(NC(C)C)cc(C)oc1=O	-2	25	-4	33	3	4	9	-5	12	-0.7
CC1CCCCN1S(=O)(=O)c1ccc(N(C(=O)c2cnccn2)C(C(=O)NC2CCCC2)c2cccs2)cc1 (stereo unspecified)	15	17	-2	5	-1	1	0	-2	6	-0.4
COc1cccc(OC)c1-c1nn2c(-c3cc(-c4ccccc4)n[nH]3)nnc2s1	9	29	1	41	9	2	-3	-1	1	1.8
O=C(CNS(=O)(=O)c1c(Cl)cccc1Cl)N1CCCCCC1	-8	-19	6	-5	2	0	6	-14	13	1.0
O=C(CSc1nnc(Cc2cccs2)n1C1CCCCC1)N1CCN(C(=O)c2ccco2)CC1	20	3	-3	7	1	-3	-5	-3	-5	0.6
O=C(Nn1cnnc1)c1ccc(OC(F)(F)C(F)C(F)(F)F)cc1 (stereo unspecified)	-24	9	1	8	0	-4	-31	-3	5	2.0

Reformatted with each value named: 3 of the compounds above
> CC1CCCCN1S(=O)(=O)c1ccc(N(C(=O)c2cnccn2)C(C(=O)NC2CCCC2)c2cccs2)cc1 (stereo unspecified)
  HSF-1 act = 15	AI-2 QS modul = 17	IEC-6 cytotox = -2	aSyn UTR inh = 5	SKKanGAS inh = -1	HSP90 inh = 1	KLF5 inh = 0	HSF1 inh = -2	Platelet DG rel = 6	HIF act = -0.4

> COc1cccc(OC)c1-c1nn2c(-c3cc(-c4ccccc4)n[nH]3)nnc2s1
  HSF-1 act = 9	AI-2 QS modul = 29	IEC-6 cytotox = 1	aSyn UTR inh = 41	SKKanGAS inh = 9	HSP90 inh = 2	KLF5 inh = -3	HSF1 inh = -1	Platelet DG rel = 1	HIF act = 1.8

> O=C(CNS(=O)(=O)c1c(Cl)cccc1Cl)N1CCCCCC1
  HSF-1 act = -8	AI-2 QS modul = -19	IEC-6 cytotox = 6	aSyn UTR inh = -5	SKKanGAS inh = 2	HSP90 inh = 0	KLF5 inh = 6	HSF1 inh = -14	Platelet DG rel = 13	HIF act = 1.0

(continued)
SMILES	HSF-1 act	AI-2 QS modul	IEC-6 cytotox	aSyn UTR inh	SKKanGAS inh	HSP90 inh	KLF5 inh	HSF1 inh	Platelet DG rel	HIF act
CCOC(=O)c1cc(-c2ccccc2)n(CC(=O)Nc2ccc(OCC)cc2)c1C	-8	20	4	-1	-3	-1	-2	-6	1	0.2
CCCN(CCC)C(=O)NC1CC(=O)N(c2ccc(OC)cc2)C1 (stereo unspecified)	6	-7	4	9	0	-1	-18	-2	-1	0.3
NC(N)=N/N=C/c1ccccc1OC(F)F	-42	8	6	-21	0	3	-18	-21	8	0.2
O=C(Cc1ccc([N+](=O)[O-])cc1)Nc1ccc(O)cc1C(=O)O	2	16	-4	5	3	1	-4	1	12	-0.3
O=C1C2C3CCC(O3)C2C(=O)N1c1cccc(O)c1 (stereo unspecified)	-7	-4	-2	7	6	5	-25	-8	5	0.6
CCCCOc1ccc(Br)cc1/C(C)=N/NC1=NCCN1	-29	17	83*	121*	-12	0	32	-32	-1	-0.1
CCC1=C(OC(=O)N(CC)CC)N2C(=O)OC(=NCc3ccccc3)[C@]2(C)[C@H]2C1=CC[C@H]1C(=O)N(CC(=O)OC)C(=O)[C@H]12	-13	15	.	16	-1	.	.	-5	1	-0.2
O=C(NCc1ccccc1)c1cccc(OCC(=O)N2CCN(C(=O)c3ccco3)CC2)c1	-1	-7	-3	-25	0	-1	-12	-3	-2	-0.1
O=C(c1ccc(F)cc1)n1c(NCc2ccccc2)n[nH]c1=S	15	-1	4	-8	-2	7	-26	14	-1	0.9
CCCCN(C)CCCNC(=O)c1cn(CC)c2ccc(S(=O)(=O)N3CCc4ccccc4C3)cc2c1=O	13	5	-3	18	4	3	-7	-4	-1	-2.1
O=C(Nc1ccc(-c2csc(-c3ccccc3)n2)cc1)c1ccccc1	8	15	10	-22	-1	4	-16	-2	1	1.2
CC1(c2nnc(-c3ccc(F)cc3)o2)CC(c2ccc(F)cc2)=NO1 (stereo unspecified)	5	19	.	5	8	.	.	-6	-4	-0.4
Cc1c(NC(=O)CC(=O)Nc2c(C)n(C)n(-c3ccccc3)c2=O)c(=O)n(-c2ccccc2)n1C	-2	15	2	24	0	-1	15	-2	-2	-0.5
CCCOc1ccc(C2=NNC(c3cccs3)=Nc3ccc(OC)cc32)cc1	12	23	-8	8	12	0	-29	12	5	-0.2
COc1ccc(NC(=O)c2c(NC(=O)CCC(=O)O)sc3c2CCCCC3)cc1	17	10	-4	-8	16	1	-4	1	-5	1.2
CCOC(=O)c1cnn(-c2ccccc2)c1-n1cccc1C(=O)C(=O)Nc1ccc(OC)cc1	2	19	10	-7	-3	6	-14	1	3	-0.6
Cc1cccc(NC(=O)c2cc(NC(=O)C3CCCCC3C(=O)O)ccc2Cl)n1 (stereo unspecified)	29	33	-8	17	-3	-2	-13	-2	2	0.0
O=C(c1cccc(F)c1)N1CCCC(C(=O)N2CCCC2)C1 (stereo unspecified)	0	10	-4	4	-3	-4	6	1	-1	0.2
COc1ccccc1N1CCN(C2CCCN(Cc3ccccc3OCCO)C2)CC1 (stereo unspecified)	-10	-4	-1	10	10	-1	-22	-6	6	-0.9
Cc1ccc2c(C)nc(Nc3ncc4c(n3)CCCC4=O)nc2c1	-22	14	-8	-11	0	-3	-9	-8	0	0.2
CCOC(=O)C1C(c2ccc(OC)c(OC)c2)c2c([nH][nH]c2=O)CC1(C)O (stereo unspecified)	-5	2	2	8	-17	8	18	1	57*	0.4
CN(C)S(=O)(=O)c1cccc(C(=O)NCc2cccs2)c1	12	10	0	1	10	-1	-17	-5	-2	0.1
CCOc1cc(N2CCOCC2)c(OCC)cc1NC(=O)Cc1ccccc1	-1	-3	-7	28	-1	1	-2	4	8	-0.7
CCOc1cc(CNCc2ccccn2)cc(Cl)c1OC	6	16	2	11	8	3	-8	0	6	-1.5
CCCCn1cc(SCC(=O)O)c2ccccc21	6	25	1	5	-2	-1	-14	-4	0	-1.7

Structures listed so far with fluorine, in the order listed:
SMILES	HSF-1 act	AI-2 QS modul	IEC-6 cytotox	aSyn UTR inh	SKKanGAS inh	HSP90 inh	KLF5 inh	HSF1 inh	Platelet DG rel	HIF act
O=C(Nc1ccc(F)cc1)Nc1ccc([N+](=O)[O-])cn1	6	33	-1	7	-6	-1	-5	2	3	0.9
CCOC(=O)COc1nc(C)cc(C(F)(F)F)c1C#N	5	8	-4	0	-5	2	-15	-4	1	-0.1
COc1ccc(/C=C/c2cc(C(F)(F)F)on2)cc1	-6	-4	2	-157	-5	1	-1	17	-2	2.6
O=C(O)c1ccc(Cl)c(S(=O)(=O)N(Cc2ccccc2)c2ccc(F)cc2)c1	11	-4	-10	9	16	0	-23	-1	-2	-1.1
O=C(Nn1cnnc1)c1ccc(OC(F)(F)C(F)C(F)(F)F)cc1 (stereo unspecified)	-24	9	1	8	0	-4	-31	-3	5	2.0
NC(N)=N/N=C/c1ccccc1OC(F)F	-42	8	6	-21	0	3	-18	-21	8	0.2
O=C(c1ccc(F)cc1)n1c(NCc2ccccc2)n[nH]c1=S	15	-1	4	-8	-2	7	-26	14	-1	0.9
CC1(c2nnc(-c3ccc(F)cc3)o2)CC(c2ccc(F)cc2)=NO1 (stereo unspecified)	5	19	.	5	8	.	.	-6	-4	-0.4
O=C(c1cccc(F)c1)N1CCCC(C(=O)N2CCCC2)C1 (stereo unspecified)	0	10	-4	4	-3	-4	6	1	-1	0.2
